GPR151 ag = activates the human receptor GPR151; Q8TDV0; PathHunter beta-arrestin GPR151 cells, luminescence; activation, % at 11.2 µM; 1% of 650,000 active; AID 1508602; in the data active = activation above about 4.9%;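 note: 0% = median of compound wells and 100% = cells with positive control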
FBW7 act = activators of human E3 ligase FBW7 | Q969H0 | 0.13% of 650,000 active | AID 1259310 | AlphaScreen FBW7–phospho-cyclin E peptide binding, activator screen | normalized activity (activation), % at 26.1 µM; in the data active = normalized activity above about 1.9%;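 note: purified mutant Fbw7 with reduced substrate affinity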
Target sequence (Q969H0 whole entry, looked up): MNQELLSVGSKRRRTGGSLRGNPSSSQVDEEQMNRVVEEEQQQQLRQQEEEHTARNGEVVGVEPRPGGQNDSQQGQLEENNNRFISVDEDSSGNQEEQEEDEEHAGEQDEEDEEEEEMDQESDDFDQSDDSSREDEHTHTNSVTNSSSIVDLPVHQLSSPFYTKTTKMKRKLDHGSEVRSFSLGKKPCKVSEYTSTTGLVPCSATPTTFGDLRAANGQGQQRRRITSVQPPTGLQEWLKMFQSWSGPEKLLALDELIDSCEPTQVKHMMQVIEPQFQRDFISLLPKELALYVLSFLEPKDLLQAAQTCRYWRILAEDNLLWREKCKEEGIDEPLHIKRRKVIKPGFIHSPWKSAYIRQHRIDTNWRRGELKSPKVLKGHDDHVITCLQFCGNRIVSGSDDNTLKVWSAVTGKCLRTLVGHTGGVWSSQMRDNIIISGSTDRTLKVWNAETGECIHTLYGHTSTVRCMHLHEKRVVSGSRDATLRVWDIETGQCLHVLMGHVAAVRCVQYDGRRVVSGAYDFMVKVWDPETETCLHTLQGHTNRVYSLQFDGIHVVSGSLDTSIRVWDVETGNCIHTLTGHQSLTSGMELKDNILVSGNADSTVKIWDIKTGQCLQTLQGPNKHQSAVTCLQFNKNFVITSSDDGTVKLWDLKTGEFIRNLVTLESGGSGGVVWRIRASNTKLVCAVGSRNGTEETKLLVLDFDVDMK
TEAD-YAP inh = TEAD-YAP interaction inhibition; HEK-TIYL cells, TEAD-Gal4/YAP UAS-luciferase luminescence; inhibition, % at 9.12 µM; 1.4% of 640,000 active; in the data active = inhibition above about 32%;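 note: 0% = median of test compound wells and 100% = reference inhibitor wells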
MITF primary = inhibitors of human MITF. 0.91% of 650,000 active. O75030. AlphaScreen MITF homodimerization, bead proximity signal. inhibition, % at 2.6 µM; in the data active = inhibition above about 50%;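 note: 0% = vehicle wells with protein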
Active calls of the source: *; & = joins results of further samples.

A first look:
SMILES	GPR151 ag	FBW7 act	TEAD-YAP inh	MITF primary
CCOC(=O)CSc1nc2cc(C(=O)OC)ccc2c(=O)n1CCN1CCOCC1	0.3	0.0	-1	-4
Cc1ccc(C(O)CNC(=O)Nc2c(F)cccc2F)o1 (stereo not drawn)	0.8	0.6	2	14
COc1ccc(C)cc1NC(=O)CSc1nc2cccnc2n1C	-0.8	-0.1	-6	-1
CN1CCN(C(c2ccc(F)cc2)c2sc3ncnn3c2O)CC1 (stereo not drawn)	-2.9	0.0	1	-1

Main list, from the start:
SMILES	GPR151 ag	FBW7 act	TEAD-YAP inh	MITF primary
CCOC(=O)CSc1nc2cc(C(=O)OC)ccc2c(=O)n1CCN1CCOCC1	0.3	0.0	-1	-4
Cc1ccc(C(O)CNC(=O)Nc2c(F)cccc2F)o1 (stereo not drawn)	0.8	0.6	2	14
COc1ccc(C)cc1NC(=O)CSc1nc2cccnc2n1C	-0.8	-0.1	-6	-1
CN1CCN(C(c2ccc(F)cc2)c2sc3ncnn3c2O)CC1 (stereo not drawn)	-2.9	0.0	1	-1
O=C(COC(=O)c1ccc([N+](=O)[O-])o1)Nc1ccc([N+](=O)[O-])cc1	-0.9	-0.1	9	-1
COCCCNC(=O)Cn1ncn2cccc2c1=O	-0.6	-0.2	-5	1
C1=NN2C(SCCOc3ccccc3)=Nc3ccccc3C2C1 (stereo not drawn)	-2.9	-0.1	-4	-2
CCOc1ccc2[nH]c(C)c(CN3CCCCCC3)c(=O)c2c1	1.5	0.0	-4	9
CC(=O)NC1=NC2CC(C)(C)CNC(=O)C2S1 (stereo not drawn)	0.6	-0.2	0	8
CCN1C(=O)CC(C(=O)OC)C12CCN(C(=O)c1ccc(-n3ccnc3)cc1)CC2 (stereo not drawn)	-0.1	0.0	-2	-1
CCOC(=O)C1=C(c2ccccc2)N=c2s/c(=C/c3c[nH]c4ccccc34)c(=O)n2C1c1ccccc1 (stereo not drawn)	3.2	-0.2	1	-4
O=C(/C=C/c1cccs1)NC(=S)NNC(=O)c1ccccc1O	4.3	-1.0	81*	40
COc1ccc(C2CC(c3cccs3)=NN2c2nc(-c3ccc(N4C(=O)c5ccccc5C4=O)cc3)cs2)cc1OC (stereo not drawn)	-1.8	0.0	6	8
Cc1ccc2nc(Cl)c(/C=N/n3c(C)nnc3C)cc2c1	0.0	1.0	0	3
COc1cccc(CNC(=O)c2cn(-c3cccc(OC)c3)c3cc(-c4cn[nH]c4)ccc23)c1	1.8	0.1	-12	-4
CCN1CCN(c2ncnc3sc(C(=O)Nc4c(F)cccc4F)c(C)c23)CC1	0.2	-0.1	-15	-5
COc1cc2ccccc2cc1C(=O)OCc1c(C)noc1C	-1.3	-0.1	3	6
CC(=O)N1CCC(N(C(=O)c2ccc(C(F)(F)F)cc2)c2ccc3[nH]c(C)cc3c2)CC1	1.0	0.0	2	-1
O=C(CCl)N1c2ccccc2SCC1c1ccccc1 (stereo not drawn)	-0.2	-0.1	25	-4
CCOc1ccccc1/C=C(\C#N)c1nc(-c2cc3ccccc3oc2=O)cs1	-0.7	-0.2	0	-4

Continued.
SMILES	GPR151 ag	FBW7 act	TEAD-YAP inh	MITF primary
CCN(CC)S(=O)(=O)c1ccc2oc(=S)n(CN3CCOCC3)c2c1	-0.1	0.2	11	-2
C/C(=N\NC(=O)c1cc(C)oc1C)c1ccc2ccccc2c1OC(F)F	0.9	0.3	-12	24
CCCCN1/C(=C/C=C/c2n(CCCC)c3cc(Cl)c(Cl)cc3[n+]2C)N(C)c2cc(Cl)c(Cl)cc21	0.4	-0.1	7	-6
Cc1ccccc1CN1CCCN(C)CC1	0.4	-0.1	9	5
O=C(O)C1CCCCN1S(=O)(=O)c1cccc2nsnc12 (stereo not drawn)	-0.5&0.1	0.0&0.2	11&-3	3&7
O=C(c1cc2cc(Br)ccc2oc1=O)N1CCSC1c1ccccc1Cl (stereo not drawn)	-1.3	-0.2	-3	6
COc1ccc(C(=O)CSc2nsc(SCC(=O)c3ccc(OC)c(OC)c3)c2C#N)cc1OC	0.3	-0.1	-6	3
Cc1ccc(NC(=O)Nc2nnc(-c3ccccc3I)s2)cc1	-0.4	0.1	-2	-6
COc1ccc(-c2csc3ncc(C(=O)N4CCC(O)C4)c(=O)n23)cc1 (stereo not drawn)	0.0	0.1	5	10
CC1=NC2(CCN(S(C)(=O)=O)CC2)N=C1c1cccc(C(F)(F)F)c1	-2.1	0.2	4	18
COc1ccccc1OC(=O)NC1c2ccccc2Oc2ccccc21	1.3	0.0	-3	-15
COCCCNC(=O)CCNC(=O)c1ccc(Br)o1	-0.4	0.0	-2	10
CCN(/N=C/c1ccc(N(C)C)cc1)c1nc2ccccc2[nH]1	0.2	-0.2	-1	7
O=C(/C=C/c1ccccc1Cl)OCCCN1C(=O)c2ccccc2C1=O	0.8	0.0	-1	-8
Cc1cc(C)c(S(=O)(=O)Nc2ccc(Cl)cc2Cl)c(C)c1	0.3	0.0	15	9
COC(=O)C(Cc1ccc(O)cc1)NC(=O)CCOc1ccc(OC)cc1 (stereo not drawn)	0.2	0.1	2	6
N#C/C(=C\C=C\c1ccccc1)C(=O)N1CCCC1	-1.6	0.0	-4	1
N#Cc1cccn1Cc1ccccc1[N+](=O)[O-]	2.3	0.0	2	-3
CC(C)CCNC(=O)Cn1ccc2ccccc2c1=O	0.6	0.0	-3	20
CCOc1cc2[nH]c(=S)n(CCCN(CC)CC)c(=O)c2cc1OCC	-1.1	0.4	-5	7

An excerpt of these results, as labelled records.
CC(C)CCNC(=O)Cn1ccc2ccccc2c1=O
- GPR151 ag = 0.6
- FBW7 act = 0.0
- TEAD-YAP inh = -3
- MITF primary = 20
O=C(/C=C/c1ccccc1Cl)OCCCN1C(=O)c2ccccc2C1=O
- GPR151 ag = 0.8
- FBW7 act = 0.0
- TEAD-YAP inh = -1
- MITF primary = -8

Next part
SMILES	GPR151 ag	FBW7 act	TEAD-YAP inh	MITF primary
CC1CC(C)(C)NC(=S)N1CCC(=O)N1CC(=O)N(CCc2ccccc2)C(=O)C1 (stereo not drawn)	0.3	0.0	-6	7
NC(=O)c1ccc(-n2c(=S)[nH]c3ccccc3c2=O)cc1	1.7	0.0	-15	3
COC(=O)c1ccc(NC(=O)/C(=C\c2ccc([N+](=O)[O-])cc2)NC(=O)c2ccccc2Br)cc1	-0.5	0.0	1	15
COCCN(CCOC)c1nc(N)c(C#N)c(CC#N)c1C#N	2.6	0.1	1	-6
NC(=O)c1sc2nc3c(c(-c4ccc(Cl)cc4)c2c1N)CCC3	-0.4	0.1	-7	11
O=C(CNC(=S)N(Cc1ccccc1)Cc1cccnc1)NCc1ccccc1Cl	0.1	-0.1	5	6
CC(C)N(C(=O)CSc1ncn[nH]1)c1ccccc1	-1.4	0.1	11	4
Cc1ccc(C(=O)COC(=O)c2ccc3c(c2)C(=O)N(c2ccc(C)c(Cl)c2)C3=O)cc1	-1.3	0.1	6	1
c1cnc(Nc2cc(NC3CC3)ncn2)nc1	-1.6	0.0	-8	-1
CN(C)c1ccc(/C=C2/C(=O)ON=C2c2cccc([N+](=O)[O-])c2)cc1	-0.4	0.0	7	7
O=C(c1ccccc1Br)N1CCN(S(=O)(=O)c2ccccc2)CC1	-1.9	0.9	9	19
COCc1cc(=O)n2[nH]c(-c3ccccc3)cc2n1	-1.7	-0.1	-33	-7
CCCCOc1ccc(C(=O)N/C(=C/c2ccc(Cl)cc2)C(=O)NCCC(=O)O)cc1	0.3	0.0	17	-5
Cc1ccc(S(=O)(=O)N2c3ccccc3C3NC2c2ccccc2N3S(=O)(=O)c2ccc(C)cc2)cc1	2.6	0.2	10	13
CCCC(=O)Oc1c(Sc2ccccc2[N+](=O)[O-])c(C)nn1C(C)(C)C	0.6	-0.4	34*	-14
CC(=O)c1ccc(NC(=O)c2cccc(S(=O)(=O)N(C)C)c2)cc1	-0.3	0.1	-60	12
COc1cccc(N2CCN(C(=O)c3cccn4c(=O)c5c(C)c(C)sc5nc34)CC2)c1	-0.3	0.0	-5	1
N#Cc1ccccc1CSc1nc(-c2ccccc2)c(-c2ccccc2)o1	0.4	0.0	0	16
COc1ccccc1-n1c(CNC(=O)COc2ccccc2)nnc1SCC(=O)N1N=C(c2cccs2)CC1c1ccc(C)cc1 (stereo not drawn)	-0.3	0.4	41*	0
CN(c1ccc(Br)cc1)S(=O)(=O)c1ccc2[nH]cc(C(=O)N3CCc4ccccc43)c(=O)c2c1	0.9	0.3	4	21

Next section.
SMILES	GPR151 ag	FBW7 act	TEAD-YAP inh	MITF primary
COc1ccc(NC(=O)C2=C(C)NC(=O)NC2c2cccs2)c(OC)c1 (stereo not drawn)	1.3	0.1	0	0
Cc1[nH]c(=O)[nH]c(=O)c1S(=O)(=O)Nc1ccc(Oc2ccccc2)cc1	1.0	-0.1	0	-1
COc1ccc2cc(-c3[nH]ncc3CN(CCO)Cc3cccs3)ccc2c1	0.6	-0.1	-16	1
CCOc1ccccc1-n1c(=S)sc2c(=O)n(-c3ccccc3)c(SCC#N)nc21	0.6	0.3	-9	-2
CC(=O)c1sc(NC(=O)Cc2ccc(C)cc2)nc1C	1.2	0.9	-15	13
Cc1nc(N2C(=O)c3oc4ccc(F)cc4c(=O)c3C2c2ccc(F)cc2)sc1C (stereo not drawn)	0.0	-0.2	-6	-1
O=C(NCc1ccccc1)c1ccc(N2C(=O)CSC23C(=O)Nc2ccccc23)cc1 (stereo not drawn)	1.1	-0.5	-2	-6
C=CCn1c(CN(C)Cc2cccs2)nnc1SCC(=C)Cl	1.8	0.0	12	10
CCN(Cc1ccncc1)C1CCCN(C(=O)Nc2ccc3c(c2)OCO3)C1 (stereo not drawn)	0.4	0.0	2	-2
CN1CCN(C(=O)c2cccc3c2OC(C)(C)C3)CC1	0.8	-0.1	6	7
COc1ccccc1C(=O)NCc1nnc2n1CCN(Cc1ccc3c(c1)CCO3)CC2	-1.2	0.1	2	13
Cc1nc2cc(C(F)(F)F)ccc2n1C1CCN(CC(=O)N2CCOCC2)CC1	-0.8	0.1	-3	8
CCOC(=O)c1c(C)oc(NC(C)=O)c1C#N	1.6	0.0	-2	-5
O=[N+]([O-])c1ccc(N2CCN(S(=O)(=O)c3ccc(Cl)s3)CC2)cc1	-0.8	0.0	1	15
O=C(CCC1(Cc2ccc3c(c2)OCO3)CCC(=O)N1)NC(c1ccccc1)c1ccco1 (stereo not drawn)	-1.2	-0.1	-6	-8
CC(C)N(Cc1nc(-c2ccccc2)no1)C(=O)CCc1ccccc1	0.6	0.0	-24	-35
CCOC(=O)c1c(-c2ccccc2)csc1NC(C)=O	-0.5	0.0	-9	1
O=C(CN1CCc2ccccc2C1)Nc1ccc(C(=O)N2CCCCC2)cc1	1.7	0.0	-16	60*
CC(=O)c1ccc(NC(=O)Nc2ccc(NS(=O)(=O)c3ccc(C)cc3)cc2)cc1	-0.3	-0.1	13	15
Nc1ccc(C(=O)N2CCCCC2)cc1	-1.7	0.0	0	6

In another format: entries from further up.
Every second line gives: GPR151 ag	FBW7 act	TEAD-YAP inh	MITF primary
> O=C(O)C1CCCCN1S(=O)(=O)c1cccc2nsnc12 (stereo not drawn)
    -0.5&0.1	0.0&0.2	11&-3	3&7
> Cc1ccc(C(=O)COC(=O)c2ccc3c(c2)C(=O)N(c2ccc(C)c(Cl)c2)C3=O)cc1
    -1.3	0.1	6	1
> COc1ccc(-c2csc3ncc(C(=O)N4CCC(O)C4)c(=O)n23)cc1 (stereo not drawn)
    0.0	0.1	5	10

Going on with the list.
SMILES	GPR151 ag	FBW7 act	TEAD-YAP inh	MITF primary
CCOC(=O)c1nc(N2CCN(c3ccc(OC)cc3)CC2)c2c3c(sc2n1)CCCC3	-0.7	0.4	-4	9
CC(C)N(CCNc1nc(N2CCN(c3ccccn3)CC2)nc2c1ncn2-c1ccccc1)C(C)C	-0.9	-0.1	4	7
CCOC(=O)CNC(=O)CSc1nc2cccnc2n1-c1ccccc1OC	-0.6	-0.1	0	-23
O=C(O)CC(c1ccco1)N1C(=O)C2C3C=CC(C4CC34)C2C1=O (stereo not drawn)	0.5	-0.2	-1	-2
O=[N+]([O-])c1ccc(Cl)c(CN2CCN(CCO)CC2)c1	1.2	-0.2	7	-4
CC(C)NC(=O)c1cn(CCOc2ccc(F)cc2)nn1	0.8	-0.4	-12	2
CC(O)C(NS(=O)(=O)c1ccc(Cl)cc1)C(=O)OCC(=O)NC(=O)NC(C)(C)C (stereo not drawn)	0.6	-0.1	6	-2
Fc1ccccc1-c1cnc2c(NCc3cccs3)nccn12	-1.4	0.0	-4	4
O=C(c1c(F)cccc1F)N1CCOCC1	0.9	-0.2	6	-10

Source: PubChem (The Scripps Research Institute Molecular Screening Center)
